Screening data (PubChem)
SUMO1-SIM PPI = alters human SUMO1 binding to SIM partners; P63165; inhibition, % at 20 µM; 0.33% of 360,000 active; SUMO1 binding to a labelled peptide, TR-FRET, 1 h; in the data active means inhibition above about 37%
Rpn11 block = inhibitors of human proteasome Rpn11 | calls only at 20 µM | human 26S proteasome, Ub4-pepOG fluorescence polarization; 20S core pre-blocked with epoxomicin | 0.59% of 360,000 active;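 active means inhibition at 20 µM, scaled to each plate's controls, above about 33%, limit read from the data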
NadD block = blocks S. aureus nicotinate mononucleotide adenylyltransferase. purified NadD enzyme, colorimetric absorbance read-out. inhibition, % at 20 µM. 0.78% of 360,000 active; in the data active means inhibition above about 26%; further: some compounds past the cut are filed as inactive
Scp1 inh = blocks human Scp-1 phosphatase activity. Recombinant Scp1, phosphopeptide, malachite green phosphate absorbance. inhibition, % at 20 µM. 0.88% of 340,000 active. AID 493091;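 active means inhibition above about 50% at 20 µM, limit read from the data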;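 further: plate controls were DMSO wells with enzyme for no effect and wells lacking enzyme for full effect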
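Incubation: 45 min enzyme reaction at room temperature / System: truncated SCP-1 phosphatase (76-261aa) / Reagent: Phospho 17-mer peptide substrate / Buffer or medium: Acidic Tris acetate buffer with magnesium and detergent / Signal: absorbance at 630 nm / Doses: one concentration, 20 µM, with 1.0% DMSO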
LMPTP block = blocks human LMPTP phosphatase; 0.22% of 360,000 active; inhibition, % at 20 µM; P24666; recombinant LMPTP-A, OMFP fluorogenic substrate, fluorescence intensity; AID 651560;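 active means compounds that cut the enzyme signal by at least half of the control window in the single-dose screen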;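 further: plate controls were DMSO wells with enzyme plus substrate for no effect and substrate without enzyme for full effect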
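Assay system: LMPTP-A enzyme. Input: 0.625 nM LMPTP-A final. Probe or stimulus: 400 µM OMFP. Compound dosing: single 20 µM dose. Schedule: 50 min dark incubation at room temperature. Detection: fluorescence intensity of OMFP turnover product. Read-out: percent inhibition versus substrate-only and uninhibited controls. Benchmarks: no-enzyme low control, uninhibited high control.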
Tb MetRS inh = blocks T. brucei methionyl-tRNA synthetase activity; AID 624268; inhibition, % at 11.9 µM; 0.4% of 360,000 active; purified T. brucei MetRS, ATP depletion, Kinase-Glo luminescence;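 active means inhibition above a per-plate cutoff of the control wells' mean inhibition plus 3 SD, cut at about 5.5% in these data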;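 further: 0% = DMSO wells median and 100% = median of wells with control inhibitor compound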
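technique = Kinase-Glo luminescence, ATP depletion format | system = purified MetRS (methionyl-tRNA synthetase) enzyme from Trypanosoma brucei | timing = 15 min preincubation, 2 h reaction, all 25 °C | evaluation = percent inhibition versus plate control medians | dosing = single dose, 11.9 µM final nominal, 0.9% final DMSO | also added = substrates ATP, L-methionine and bulk Escherichia coli tRNA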
DNMT1 inh = inhibitors of human DNMT1 | P26358 | DNMT1 molecular beacon, Hinp1I cleavage, fluorescence | inhibition (reported as % activation of signal), % at 10 µM | 0.83% of 360,000 active; in the data active means inhibition above about 50%
Target sequence (P26358 504-1616 limits assumed): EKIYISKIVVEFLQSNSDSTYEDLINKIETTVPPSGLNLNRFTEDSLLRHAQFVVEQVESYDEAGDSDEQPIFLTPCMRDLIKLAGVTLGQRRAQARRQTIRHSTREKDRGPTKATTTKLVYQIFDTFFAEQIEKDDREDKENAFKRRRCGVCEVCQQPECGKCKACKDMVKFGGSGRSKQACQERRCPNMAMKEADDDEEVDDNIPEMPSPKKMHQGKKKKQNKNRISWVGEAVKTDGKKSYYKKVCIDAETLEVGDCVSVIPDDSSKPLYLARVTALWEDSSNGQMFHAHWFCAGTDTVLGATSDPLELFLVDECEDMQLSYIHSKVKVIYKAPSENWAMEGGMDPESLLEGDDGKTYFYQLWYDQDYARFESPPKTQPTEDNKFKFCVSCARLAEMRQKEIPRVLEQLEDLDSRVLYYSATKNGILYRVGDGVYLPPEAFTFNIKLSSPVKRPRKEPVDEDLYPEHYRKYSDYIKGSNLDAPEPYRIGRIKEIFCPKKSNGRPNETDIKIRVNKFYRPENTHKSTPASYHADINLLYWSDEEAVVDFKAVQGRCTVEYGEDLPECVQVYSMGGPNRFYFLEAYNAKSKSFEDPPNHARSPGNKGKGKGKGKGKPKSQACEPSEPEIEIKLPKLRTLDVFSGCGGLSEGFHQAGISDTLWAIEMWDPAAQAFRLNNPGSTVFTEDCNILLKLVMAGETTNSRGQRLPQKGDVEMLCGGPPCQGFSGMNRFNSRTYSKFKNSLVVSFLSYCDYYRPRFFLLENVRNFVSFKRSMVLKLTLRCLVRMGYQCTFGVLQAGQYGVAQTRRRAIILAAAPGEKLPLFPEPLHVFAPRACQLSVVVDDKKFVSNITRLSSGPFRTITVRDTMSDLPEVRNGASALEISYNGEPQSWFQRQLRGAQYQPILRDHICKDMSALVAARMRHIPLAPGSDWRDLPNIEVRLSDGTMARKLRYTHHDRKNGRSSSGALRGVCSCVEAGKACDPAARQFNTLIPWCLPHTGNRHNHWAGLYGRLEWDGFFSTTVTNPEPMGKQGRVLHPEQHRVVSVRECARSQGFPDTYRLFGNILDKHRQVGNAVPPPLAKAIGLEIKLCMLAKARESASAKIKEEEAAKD
STEP block = STEP (human) phosphatase inhibition. inhibition, % at 20 µM. P54829. 0.25% of 360,000 active. recombinant STEP, OMFP fluorogenic substrate, fluorescence;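 active means inhibition at 20 µM, scaled per plate between control wells, above about 37%, limit read from the data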;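 further: 0% = DMSO with enzyme and substrate and 100% = substrate only without enzyme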
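System: isolated STEP enzyme; schedule: 20 min enzyme reaction at room temperature, protected from light; medium: Bis-Tris buffer pH 6.0, 2.5 mM DTT, 0.005% Tween 20; signal: fluorescence, 480/540 nm; dosing: single compound dose of 20 µM, 1% DMSO final; also added: OMFP substrate, 25 µM final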
MsrA inh = bovine MsrA inhibition; inhibition, % at 15.5 µM; 0.75% of 360,000 active; AID 651718; purified bovine MsrA, absorbance read-out; in the data active means inhibition above about 4.5%;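 further: 0% = vehicle wells with enzyme and 100% = reference inhibitor wells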
CSN deneddyl inh = inhibitors of human CSN-mediated cullin deneddylation. inhibition, % at 12.5 µM. Purified CSN, SCF-Nedd8-OG deneddylation, fluorescence polarization. AID 651999. 0.38% of 360,000 active;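 active means pattern-corrected inhibition above about 35%, with an unprinted fluorescence ratio check between 0.5 and 1.5, limit read from the data, passing the limit was not always enough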;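 further: 0% = enzyme with substrate and 100% = substrate without enzyme; some results filed as inactive read as strong as hits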
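assay system = purified human Csn5 enzyme expressed in HEK293T cells | amount = 0.24 nM enzyme | buffer or medium = Tris/NaCl/DTT buffer, pH 7.5 | reagent = 10 nM SCFSkp2-Nedd8OG | compound = one concentration, 12.5 µM, 0.25% DMSO | times = 90 min reaction at room temperature | signal = FP | read-out basis = % inhibition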
An asterisk follows results filed as active; i = inactive; / = not tested or not shown; + = active, no number.

No. | Structure | SUMO1-SIM PPI | Rpn11 block | NadD block | Scp1 inh | LMPTP block
1 | COC(=O)c1sc2ncccc2c1OCc1ccccc1Cl | -3 | i | 0 | 3 | 1.4
2 | CCCc1nc2ccccc2c(=O)n1CC(=O)c1ccc(F)cc1 | -1 | i | 0 | -1 | -1.3
3 | CCN1CCc2c(C#N)c(N3CCOCC3)nc(NCCO)c2C1 | -11 | i | -1 | -5 | 10
4 | Cc1ccc(CNC(=O)C(=O)NCC2CCCN2S(=O)(=O)c2cc(C)ccc2C)cc1 (stereo not drawn) | 0 | i | -9 | -15 | 0.7
5 | CC(C)C(NC(=O)c1ccco1)C(=O)OCC(=O)NCCc1ccccc1 (stereo not drawn) | 14 | i | 1 | 0 | -0.5
6 | CN(C)CCCOc1cccc(Oc2ccccc2)c1 | -1 | i | -2 | -10 | -3.7
7 | CCOc1ccc(Cl)cc1-c1cc(C(=O)Nc2ccc(OC)nc2)[nH]n1 | 3 | i | -5 | / | 3.3
8 | CN(CCC#N)C(=O)COC(=O)c1c2c(nc3ccccc13)/C(=C\c1ccco1)CC2 | 57* | i | 42* | 84* | 67*
9 | COc1ccc(NC(=O)CSc2nccn2-c2cccc(OC)c2)cc1 | 0 | i | -1 | 25 | -2.8
10 | O=C(COC(=O)c1ccc(=O)n(Cc2ccccc2)n1)Nc1ccc2c(c1)OCCO2 | -4 | i | -3 | -11 | -0.8
11 | COc1ccc2ccccc2c1C1NC(=O)NC(C)=C1[N+](=O)[O-] (stereo not drawn) | -23 | i | -4 | -7 | 0.2
12 | CCOC(=O)c1nc(S(C)(=O)=O)ncc1N1CCOCC1 | -4 | i | 2 | -7 | -2.1

No. | Tb MetRS inh | DNMT1 inh | STEP block | MsrA inh | CSN deneddyl inh
1 | -0.4 | -4 | 4 | 2.2 | -1
2 | -0.2 | -3 | 0 | -1.1 | 1
3 | -1.3 | -6 | 3 | 1.8 | -3
4 | -0.2 | 0 | 0 | 0.3 | 5
5 | -0.2 | 2 | 1 | 1.3 | -4
6 | 0.6 | 0 | 1 | 0.2 | -15
7 | 0.0 | -7 | -5 | 1.1 | 0
8 | 0.0 | 77* | 37 | 2.2 | 41
9 | -0.1 | -2 | -1 | 1.2 | 0
10 | 0.2 | 3 | 2 | -0.6 | 8
11 | 0.8 | 0 | -2 | 2.2 | -2
12 | -0.3 | 2 | 1 | 1.3 | 3

3 entries out of the list above, sorted by their value in DNMT1 inh, low to high.
No. | Structure | SUMO1-SIM PPI | Rpn11 block | NadD block | Scp1 inh | LMPTP block
11 | COc1ccc2ccccc2c1C1NC(=O)NC(C)=C1[N+](=O)[O-] (stereo not drawn) | -23 | i | -4 | -7 | 0.2
12 | CCOC(=O)c1nc(S(C)(=O)=O)ncc1N1CCOCC1 | -4 | i | 2 | -7 | -2.1
8 | CN(CCC#N)C(=O)COC(=O)c1c2c(nc3ccccc13)/C(=C\c1ccco1)CC2 | 57* | i | 42* | 84* | 67*

No. | Tb MetRS inh | DNMT1 inh | STEP block | MsrA inh | CSN deneddyl inh
11 | 0.8 | 0 | -2 | 2.2 | -2
12 | -0.3 | 2 | 1 | 1.3 | 3
8 | 0.0 | 77* | 37 | 2.2 | 41

Following part
No. | Structure | SUMO1-SIM PPI | Rpn11 block | NadD block | Scp1 inh | LMPTP block
13 | C=CCN(C(=O)CNC(=O)c1ccco1)C(C(=O)NC1CCCC1)c1cccs1 (stereo not drawn) | -1 | i | -5 | -4 | -0.2
14 | Cc1nnsc1SCC(=O)O | 3 | i | 2 | -2 | -0.1
15 | Cc1ccc(-n2c(CC#N)n[nH]c2=S)c(C)c1 | 2 | i | -1 | -9 | -1.6
16 | C=CCN(C/C(=N\O)c1sc(C(=O)OCC)nc1C)c1cccc(Br)c1 | -3 | i | -6 | -7 | 1.6
17 | C=CCN1CCN(C(=O)CCc2ccccc2)CC1 | 1 | i | -5 | -7 | -0.1
18 | COC(=O)c1ccccc1NC(=O)CN1CCC(C(=O)c2ccc3c(c2)OCCO3)CC1 | 0 | i | -7 | -4 | 3.9
19 | CC(=O)O[C@]1(C(C)=O)CCC2C3CCC4=C/C(=N/OCC(=O)O)CC[C@]4(C)C3CC[C@@]21C (stereo partly drawn) | 3 | i | -1 | -4 | -0.3
20 | C=CC(=C)CC(NC)c1ccccc1 (stereo not drawn) | -5 | + | -8 | -3 | 1.4
21 | Cc1ccc(-c2cc(C#N)c(=O)n(Cc3c(Cl)cccc3Cl)c2)cc1 | 42* | i | 0 | -3 | 0.0
22 | Cc1cccc(C(=O)O/N=C(\N)Cc2ccc([N+](=O)[O-])cc2)c1 | -19 | i | 3 | -13 | -0.1
23 | COc1cc(/C=C(\C#N)c2nc3ccccc3[nH]2)cc(Br)c1OCc1ccccc1 | -1 | i | 20 | -5 | -0.5
24 | Nc1c(Cl)ncnc1NCCc1ccc(O)cc1 | 8 | i | -4 | -12 | -0.2

No. | Tb MetRS inh | DNMT1 inh | STEP block | MsrA inh | CSN deneddyl inh
13 | -0.1 | 3 | 2 | 1.4 | 0
14 | 0.1 | -2 | -2 | 1.0 | 4
15 | 4.4 | 1 | -2 | 1.0 | 1
16 | 0.0 | 3 | -3 | 2.2 | 0
17 | -0.3 | -4 | 0 | -1.6 | 3
18 | -0.8 | -3 | -5 | 0.2 | 1
19 | -0.7 | 3 | -1 | -0.8 | -1
20 | 0.0 | -54 | -1 | / | 47*
21 | -0.8 | 8 | -3 | -0.7 | -4
22 | 0.0 | -2 | -5 | -0.2 | -8
23 | 0.3 | -8 | 2 | 0.4 | -3
24 | -0.7 | -3 | 0 | 0.8 | -5

(further entries)
No. | Structure | SUMO1-SIM PPI | Rpn11 block | NadD block | Scp1 inh | LMPTP block
25 | Cc1c(Cl)cccc1NC(=O)C1CC(=O)N(C2CCCC2)C1 (stereo not drawn) | -6 | i | 7 | 0 | -2.7
26 | N#CC(Cc1ccccc1OC(F)F)c1nc2ccccc2[nH]1 (stereo not drawn) | 2 | i | 0 | 1 | -0.2
27 | COC(=O)Cc1c(C)nc2nc(NCc3c(F)cccc3Cl)[nH]n2c1=O | -3 | i | 0 | -2 | -0.4
28 | O=C(NC1CCN(Cc2ccccc2)CC1)C1CCN(S(=O)(=O)c2cccc3nsnc23)CC1 | -22 | i | -4 | 3 | 0.0
29 | COc1ccc(-c2cc(=O)n(-c3ccc([N+](=O)[O-])cc3)[nH]2)cc1 | -15 | i | 11 | -12 | 4.4
30 | COc1ccc(S(=O)(=O)Nc2cccc3c2O[C@H](CN(C)S(=O)(=O)c2cn(C)cn2)[C@@H](C)CN([C@H](C)CO)C3=O)cc1 | 3 | i | 1 | -5 | -1.8
31 | CCC(=O)NC(=S)Nc1ccc(NC(=O)c2ccc(Br)o2)cc1 | -2 | i | -5 | -1 | -2.0
32 | CCOC(=O)c1nc(C)sc1-c1ccnn1S(=O)(=O)c1ccccc1C(F)(F)F | 3 | i | -9 | -7 | 0.0
33 | C#Cc1ccc([C@H]2C=C(C(=O)NCc3ccccc3)O[C@@H](OCC)[C@@H]2CCCO)cc1 | 2 | i | 3 | -4 | 0.2
34 | NNc1ccc(Cc2ccc(Cl)cc2Cl)nn1 | -4 | i | 10 | -5 | 5.8
35 | COCCNC(=O)c1ccc(N2CCCCC2)c(NS(=O)(=O)c2ccc(C)cc2)c1 | 1 | i | 3 | -4 | -0.3
36 | COc1ccc(CN(C)C(C)C(=O)Nc2ccc([N+](=O)[O-])cc2Cl)cc1OC (stereo not drawn) | -20 | i | -5 | -2 | 1.6

No. | Tb MetRS inh | DNMT1 inh | STEP block | MsrA inh | CSN deneddyl inh
25 | -0.3 | 3 | -2 | 1.0 | 3
26 | 1.4 | 2 | 0 | -0.1 | -7
27 | 0.0 | 3 | -1 | -0.6 | -1
28 | -0.6 | -4 | 0 | 0.2 | -3
29 | -0.2 | -21 | -3 | 1.5 | -7
30 | -0.2 | -5 | 0 | -1.7 | -3
31 | -0.2 | -2 | -1 | 1.3 | 3
32 | -0.7 | 11 | 2 | 1.1 | 0
33 | -0.3 | -7 | 0 | -0.3 | 1
34 | -0.1 | -2 | 6 | 1.6 | 1
35 | -0.8 | -2 | -5 | 0.5 | 0
36 | 0.0 | -3 | -1 | 1.1 | -7

Whole records as entered above. Values in the order: SUMO1-SIM PPI	Rpn11 block	NadD block	Scp1 inh	LMPTP block	Tb MetRS inh	DNMT1 inh	STEP block	MsrA inh	CSN deneddyl inh
`Cc1c(Cl)cccc1NC(=O)C1CC(=O)N(C2CCCC2)C1` (stereo not drawn) in the list: -6	i	7	0	-2.7	-0.3	3	-2	1.0	3
`COCCNC(=O)c1ccc(N2CCCCC2)c(NS(=O)(=O)c2ccc(C)cc2)c1` in the list: 1	i	3	-4	-0.3	-0.8	-2	-5	0.5	0
`N#CC(Cc1ccccc1OC(F)F)c1nc2ccccc2[nH]1` (stereo not drawn) in the list: 2	i	0	1	-0.2	1.4	2	0	-0.1	-7

(continued)
No. | Structure | SUMO1-SIM PPI | Rpn11 block | NadD block | Scp1 inh | LMPTP block
37 | COc1ccc(S(=O)(=O)N2CCCC2C(=O)Nn2cnnc2)cc1 (stereo not drawn) | 4 | i | 0 | 1 | -1.4
38 | N=c1sccn1CC(=O)Nc1cc(S(=O)(=O)N2CCCCC2)ccc1Cl | -1 | i | -6 | -9 | 1.0
39 | COc1ccc(OCCCc2c(C)n[nH]c2C)cc1 | -2 | i | -4 | -14 | -2.3
40 | N#Cc1c(Nc2ccccc2)c(/C=N/N=C/c2ccccc2)c[nH]c1=O | 5 | i | 3 | -4 | 1.2
41 | COc1ccc(/C(O)=C2/C(=O)C(=O)N(CCN(C)C)C2c2ccccc2)cc1Cl (stereo not drawn) | -3 | i | -1 | 1 | -4.3
42 | Cc1ccc2oc(=O)n(CCOc3ccccc3Cl)c2c1 | 3 | i | 9 | -12 | 2.9
43 | Cc1ccc(NC2CCCN(C(=O)CCc3ccncc3)C2)cc1C (stereo not drawn) | 4 | i | 0 | -10 | 1.1
44 | CNC(=O)c1ccc(S(=O)(=O)c2ccc(Cl)cc2)c(NC(C)=O)c1 | 3 | i | -3 | -10 | -1.8

No. | Tb MetRS inh | DNMT1 inh | STEP block | MsrA inh | CSN deneddyl inh
37 | 0.1 | -1 | 5 | -0.5 | -6
38 | -0.1 | -2 | -4 | -1.4 | 6
39 | -0.4 | 2 | 0 | 1.0 | -5
40 | -0.3 | 7 | 2 | 0.0 | -3
41 | 0.3 | -2 | -1 | 3.1 | 5
42 | -0.7 | 6 | 0 | -0.5 | 0
43 | -0.4 | -2 | -1 | -0.7 | 4
44 | -0.3 | 0 | 2 | 0.4 | 1
